Screening results as filed in PubChem BioAssay.
FUS yeast rescue: FUS proteinopathy suppression in yeast; S. cerevisiae FUS-expressing, growth rescue, OD600, 24 h; Potency, µM (titrated, usually from 76.6 µM), inactives show top-dose growth rescue (activation), actives largely listed as activators; hit rate 0.24% among 390,000;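 also: potency is read from the fitted curve at half-maximal effect; plate controls were DMSO vehicle for no effect and reference control for full effect; nearly all actives have a fitted effect of over 55% in size; some results filed as inactive show a strong effect at the top dose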
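Yeast expressing FUS under galactose induction, OD 0.005 in 2% galactose medium; compounds in a dilution series, 24 h at 30C. Growth rescue by absorbance at 600 nm; CP55940 positive control, DMSO negative.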
TDP43 rescue: TDP-43 toxicity inhibition in yeast; TDP-43 expressing yeast growth rescue, BacTiter-Glo, 24 h; Potency, µM (series often up to 46.1 µM), without a hit: at the highest dose growth rescue (activation), actives largely listed as activators; hit rate 1.8% among 410,000; AID 652104; also: potency is read from the fitted curve at half-maximal effect; % of control where 0% means no effect; nearly all actives have a fitted effect of over 50% in size
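Cell-based yeast growth screen: TDP-43 expression induced in galactose, inoculum OD600=0.02 after raffinose pregrowth to mid-log. Read-out BacTiter-Glo luminescence at 24 hr, 30 deg C; inhibition of toxicity seen as signal increase.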
Akt phos inh: Akt phosphorylation inhibition | Neuro2A IGF-stimulated pAkt S473 HTRF, 20 min; stronger effect = lower value | hit rate 0.32% among 360,000 | AID 651550 | activity change, % for hits at 50 µM; in the data active = activity change below about -80%; inconclusive = mostly about -51% to -80%; also: % is scaled to controls: 0 for no effect and ±100 for the full control effect
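Neuro2A cells (4,500/well, DMEM with 0.5% FBS) were treated with compound at a single 50 µM final concentration, stimulated with 6 nM IGF for 20 min at 37 °C, and lysed. Phospho-Akt Ser473 was read by HTRF as 665/615 ratio ×10^4.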
GLP1R inv ag: acts as inverse agonist at human GLP-1 receptor | HEK293 GLP-1R CRE-luciferase, luminescence, 24 h; GLP-1R form is constitutively active | P43220 | Potency, µM (top dose mostly 38.3 µM), for inactives: at the highest dose activity change, negative = inhibition, most hits filed as inhibitors | hit rate 1.6% among 410,000 | AID 624417; also: potency is read from the fitted curve at half-maximal effect; % is scaled to controls: 0 for no effect and ±100 for the full control effect; nearly all actives have a fitted effect of over 55% in size
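qHTS in 1536-well format: reporter HEK293 cells expressing constitutive GLP-1R activity in DMEM + 10% Nu serum, 24 hr with compounds at 37 deg C, luminescence read after 12 min with detection reagent.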
HEK293 tox: cytotoxicity in counter-screen for GLP-1R inverse agonists. HEK293 cAMP-luciferase reporter cells, luminescence, 24 h. Potency, µM (doses to about 38.3 µM), for the others: at the highest dose activity change, negative = inhibition, actives largely listed as inhibitors. hit rate 0.13% among 410,000. AID 624418;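 also: loss of luciferase light is scored as toxicity; potency is read from the fitted curve at half-maximal effect; % is scaled to controls: 0 for no effect and ±100 for the full control effect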
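1536-well qHTS counterscreen of the MLSMR; 200 cells/uL, 12 h pre-incubation, 23 nL cpd, 24 h at 37 deg C 5% CO2, luciferase detection reagent, 12 min RT, luminescence. Inhibition = undesired.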
PTHR1 ag: activates the human parathyroid hormone receptor PTHR1; Q03431; HEK293 GP2 PTHR1 cells, GloSensor cAMP luminescence, 1 h; Potency, µM (titrated, usually from 115 µM), for the others: top-dose activation, usual class: activators; hit rate 0.075% among 410,000; also: potency is read from the fitted curve at half-maximal effect; nearly all actives have a fitted effect of over 55% in size; some results filed as inactive show a strong effect at the top dose; inactives centre near -15; many of its hits are not listed in these tables
Target sequence (Q03431 whole entry, looked up): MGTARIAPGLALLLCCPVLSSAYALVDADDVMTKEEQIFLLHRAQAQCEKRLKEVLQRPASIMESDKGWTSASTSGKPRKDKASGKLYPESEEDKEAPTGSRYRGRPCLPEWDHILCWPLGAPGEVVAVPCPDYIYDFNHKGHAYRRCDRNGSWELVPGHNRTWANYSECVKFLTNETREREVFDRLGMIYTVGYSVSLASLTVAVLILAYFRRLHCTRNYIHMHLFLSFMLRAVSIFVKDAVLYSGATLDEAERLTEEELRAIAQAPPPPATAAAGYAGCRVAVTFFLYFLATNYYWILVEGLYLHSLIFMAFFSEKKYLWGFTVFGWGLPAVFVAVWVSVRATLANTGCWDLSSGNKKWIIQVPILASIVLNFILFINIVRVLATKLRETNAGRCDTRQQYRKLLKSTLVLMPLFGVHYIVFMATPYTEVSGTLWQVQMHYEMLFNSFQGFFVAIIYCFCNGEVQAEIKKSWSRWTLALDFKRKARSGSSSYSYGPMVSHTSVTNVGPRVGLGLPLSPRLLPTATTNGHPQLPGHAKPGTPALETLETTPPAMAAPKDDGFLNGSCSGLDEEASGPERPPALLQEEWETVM
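HEK-293-derived GP2 cells expressing PTHR1 and a GloSensor cAMP reporter, 3,000/well, plated overnight, given luciferin plus IBMX (each 0.5 mM as added) for 1 h at 37 °C, then compound for 1 h at 37 °C. Luminescence was read after 15 min at room temperature.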
aSyn rescue: alpha-synuclein toxicity inhibition in yeast; AID 652106; Yeast expressing alpha-synuclein, growth rescue, BacTiter-Glo, 24 h; Potency, µM (titrated, usually from 46.1 µM), inactives show at the top dose growth rescue (activation), actives largely listed as activators; hit rate 0.14% among 370,000; also: potency is read from the fitted curve at half-maximal effect; % of control where 0% means no effect; nearly all actives have a fitted effect of over 65% in size
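Rescue of yeast growth: cells expressing toxic alpha-synuclein, induced in galactose at OD600 0.02, incubated with compound 24 h at 30 C. ATP luminescence quantified growth; inhibitors of toxicity appear as activators.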
MmCpn inh: M. maripaludis TRiC chaperonin inhibition; purified Mm-Cpn ATPase, ADP Transcreener TR-FRET; Potency, µM (highest dose often 76.9 µM), without a hit: at the highest dose activity, negative = inhibition, hits mostly inhibitors; hit rate 0.031% among 330,000; also: potency is read from the fitted curve at half-maximal effect; % is scaled to controls: 0 for no effect and ±100 for the full control effect; nearly all actives have a fitted effect of over 80% in size
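ATPase read-out: TR-FRET ADP immunoassay (anti-ADP Eu cryptate vs ADP-d2), ex 320 nm, em 590/665 nm; signal drops as ADP forms. Enzyme 25 nM, ATP 10 uM, 30 min at 37°C after 10 min compound preincubation.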
Abeta yeast res: A-beta toxicity reversal in yeast | hit rate 0.063% among 410,000 | Potency, µM (titrated, usually from 46.1 µM), inactives show top-dose growth rescue, hits mostly activators | yeast expressing A-beta42, growth rescue, OD600, 48 h; response scale: 0% DMSO, 100% iron-clioquinol control; also: potency is read from the fitted curve at half-maximal effect; nearly all actives have a fitted effect of over 55% in size
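Growth rescue measured by 600 nm absorbance after 48 h yeast culture at 30 C with compound. Values normalized between DMSO and an equimolar ferric chloride plus clioquinol control.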
The depositor's hits bear a star; i = inactive; ? = inconclusive; · = no result given; [ ] = remark or other dose. Unless noted, calls follow the shape of the dose curve; as a rule, active = well fitted curve in the direction sought with a large enough effect; inconclusive = small, poorly fitted or top-dose-only effect, or another doubt; inactive = no such curve, though single readings can be large; an effect the other way counts as inactive or inconclusive.

SMILES	FUS yeast rescue	TDP43 rescue	Akt phos inh	GLP1R inv ag	HEK293 tox	PTHR1 ag	aSyn rescue	MmCpn inh	Abeta yeast res
CCC(=O)Nc1ccc(-c2nnc3c4ccccc4c(C)nn23)cc1	9%	-4%	·	2%	-3%	17%	·	·	-10%
O=C(CC(O)CCc1ccccc1)c1ccc(O)cc1 (stereo unspecified)	-8%	10µM*	i	-10%	-11%	-18%	-1%	1%	?
COc1ccc(/C=C2\SC(=S)N(CCCC(=O)N3CCOCC3)C2=O)cc1	?	5%	i	?	5%	-11%	14%	·	20%
CCOC(=O)C1CCN(S(=O)(=O)c2cccc(-c3cn4ccccc4n3)c2)CC1	16%	7%	i	5%	2%	-12%[57.5 µM]	-2%	-2%	8%
Cc1ccc(/C=C/C(=O)Nc2cccc3cccnc23)o1	·	-7%	i	-23%	0%	i	-11%	-1%	-32%
COc1ccccc1N1C(=O)c2cccnc2C1=O	0%	-5%	i	8%	2%	-23%	-3%	-3%	-13%
CCOC(=O)C(C)Sc1nnc(-c2ccccc2O)n1-c1ccc(C)cc1 (stereo unspecified)	6%	19%	i	?	5%	-12%[57.5 µM]	-10%	2%	12%
CCc1cc(C(=O)N(CCCOC)c2c(N)n(Cc3ccccc3)c(=O)[nH]c2=O)sc1C	42%	-18%	i	26%	-10%	-17%	4%	0%	22%
CCOC(=O)NC(C(F)(F)F)(C(F)(F)F)P(=O)(c1ccccc1)c1ccccc1	·	-16%	i	-3%	-9%	-25%	3%	0%	-17%
COC(=O)N1[C@H](Cc2ccccc2)C=C[C@]1(C)C(=O)NCc1ccccn1	8%	17%	i	-2%	2%	i	1%	-1%	4%
COc1ccc(-c2nc(CSCC(=O)N3CCN(C4CCCCC4)CC3)c(C)o2)cc1OC	1%	4%	i	9%	5%	-3%	0%	·	1%
CC1(C)CC(=O)c2sc(NS(=O)(=O)c3ccc(F)cc3)nc2C1	18%	-20%	i	-9%	-2%	i	-9%	7%	-12%
O=C(O)c1cccnc1SCC(=O)N1CCCc2ccccc21	24%	-3%	i	3%	?	i	2%	-3%	-9%
Cc1ccc(/C=C/C(=O)NCC2COc3ccccc3O2)o1 (stereo unspecified)	17%	16%	i	-18%	-5%	-1%	10%	1%	-12%
CSc1cccc(NC(=O)c2cccc3cccnc23)c1	21%	6%	i	?	4%	-16%	4%	-6%	-33%[inhibitor]
CC(Sc1nncs1)C(=O)Nc1ccc(S(=O)(=O)Nc2ncccn2)cc1 (stereo unspecified)	-19%	15%	i	6%	6%	-12%	-10%	-6%	-10%
C=CCNc1ncnc2c1[nH]c1ccc(C)cc12	13%	-12%	i	30%	-10%	0%	-7%	-4%	-5%
CCOP(=O)(OCC)C(NC(=O)Nc1cccc(Cl)c1)C(N)=O (stereo unspecified)	-21%	-19%	i	-3%	-5%	12%	-3%	3%	-23%
S=C(Nc1cccc(Cl)c1Cl)Nn1cnnc1	·	25%	i	16%	20%	i	-14%	-2%	-12%
CCOC(=O)c1c(NC(=O)Cn2ccsc2=N)sc(C)c1C	-7%	-2%[9.22 µM]	i	7%[7.66 µM]	1%[7.66 µM]	-17%	4%	0%	-5%
CCCCc1cc(=O)oc2cc(C)cc(OCC(=O)NCCN3CCOCC3)c12	0%	-2%	i	10%	-3%	-38%[inhibitor]	3%	0%	-8%
Cc1ccc(C(=O)NCc2ccccc2F)cc1S(=O)(=O)N1CCCC1	14%	7%	i	6%	-11%	i	-1%	-2%	-12%
Clc1ccc(C2=Nn3c(Cn4nnc5ccccc54)nnc3SC2)cc1	-1%	-83%[inhibitor]	i	19%	0%	-7%	-11%	4%	-3%
Nc1nnc(CSCc2ccc(Cl)cc2)s1	3%	8%	i	3%	-8%	-7%	1%	2%	-13%
Cc1nnsc1Sc1cccc(C(F)(F)F)c1	1%	-11%	i	0%	-6%	-3%[57.5 µM]	-9%	-1%	5%

Gathered by group: the entries above with fluorine (4)
SMILES	FUS yeast rescue	TDP43 rescue	Akt phos inh	GLP1R inv ag	HEK293 tox	PTHR1 ag	aSyn rescue	MmCpn inh	Abeta yeast res
CCOC(=O)NC(C(F)(F)F)(C(F)(F)F)P(=O)(c1ccccc1)c1ccccc1	·	-16%	i	-3%	-9%	-25%	3%	0%	-17%
CC1(C)CC(=O)c2sc(NS(=O)(=O)c3ccc(F)cc3)nc2C1	18%	-20%	i	-9%	-2%	i	-9%	7%	-12%
Cc1ccc(C(=O)NCc2ccccc2F)cc1S(=O)(=O)N1CCCC1	14%	7%	i	6%	-11%	i	-1%	-2%	-12%
Cc1nnsc1Sc1cccc(C(F)(F)F)c1	1%	-11%	i	0%	-6%	-3%[57.5 µM]	-9%	-1%	5%

(listing goes on)
SMILES	FUS yeast rescue	TDP43 rescue	Akt phos inh	GLP1R inv ag	HEK293 tox	PTHR1 ag	aSyn rescue	MmCpn inh	Abeta yeast res
O=C(NC1CC1)c1cc(Cl)nc2ccccc12	-20%	-17%	i	10%	2%	i	-1%	-1%	0%
FC(F)(F)c1cc(-c2ccccc2)nc(NCC2CCCO2)n1 (stereo unspecified)	40%	13µM*	i	?	-13%	-30%	-16%	0%	-33%[inhibitor]
COc1cccc(N2CCN(C(c3ccccn3)c3nnnn3C(C)(C)C)CC2)c1 (stereo unspecified)	10%	-1%	-105%*	0%	8%	-25%[57.5 µM]	-1%	-1%	2%
CCc1ccccc1-n1c(SCC(=O)Nc2ccc(C)cc2)nc2n[nH]c(C)c2c1=N	7%	13%	·	-24%	-3%	-31%[inhibitor]	·	·	0%
COc1ccc(OC)c(NC(=O)c2cc(S(=O)(=O)N3CCCCC3)c[nH]2)c1	0%	6%	i	-3%	-3%	i	6%	-11%	-1%
N#C/C(=C\c1cccnc1)c1nc2ccccc2[nH]1	38%	-25%	i	-27%	-5%	12%	-1%	-1%	-18%
CC(Cc1ccccc1)Nc1ncnc2c1ncn2C1OC(CO)C(O)C1O (stereo unspecified)	-29%	?	i	20%	6%	-7%	2%	·	-3%
CCOC(=O)C1(C)CCN1C(=O)c1ccc(OC)c(C(F)(F)F)c1 (stereo unspecified)	-5%	0%	i	13%	2%	-15%	?	·	-2%
CN(C)C(=O)c1nnc(Cc2ccc(Cl)cc2)o1	-28%	6%	i	-1%	-13%	-26%	-4%	-1%	4%
COC(=O)c1ccc(/C=N\NC(=O)c2c(C)nc3ccc(Cl)cn23)cc1	-12%	-3%	i	12%	-10%	i	-14%	-1%	-6%
COCCCNC(=O)Cn1nnc(-c2ccc(NC(=O)c3ccc(F)cc3)cc2)n1	18%	-24%	i	0%	-6%	i	-3%	-1%	4%
Cc1ccccc1C(=O)Nc1nnc(CC(=O)N/N=C/c2ccncc2)s1	9%	7%	i	-2%	?	-8%	2%	2%	-5%
CCCn1c(CNC(=O)c2ccc(F)cc2)nc2ccccc21	-24%	24%	·	?	1%	-11%	·	·	5%
COc1ccc(-c2[nH]ncc2CNCCc2ncccc2C)cc1F	9%	-5%	i	0%	0%	i	0%	-1%	12%
COc1cc(OC)cc(-c2noc([C@@H]3O[C@H](CO)[C@@H](O)[C@H]3O)n2)c1	-12%	21%	i	8%	5%	-29%	2%	·	10%
COC(=O)CCCCCCCCCC[N+]1(C)CCCCC1	-5%	9%	i	-24%	9%	i	-6%	0%	12%
Cc1nn(-c2ccccc2)c2c1C(=O)N(Cc1ccccc1)C(=O)C(C)(C)C2	?	?	i	?	-7%	-4%	-5%	2%	-26%

Full records as entered above.
`COCCCNC(=O)Cn1nnc(-c2ccc(NC(=O)c3ccc(F)cc3)cc2)n1` as listed: FUS yeast rescue = 18%; TDP43 rescue = -24%; Akt phos inh = i; GLP1R inv ag = 0%; HEK293 tox = -6%; PTHR1 ag = i; aSyn rescue = -3%; MmCpn inh = -1%; Abeta yeast res = 4%
`COc1cc(OC)cc(-c2noc([C@@H]3O[C@H](CO)[C@@H](O)[C@H]3O)n2)c1` as listed: FUS yeast rescue = -12%; TDP43 rescue = 21%; Akt phos inh = i; GLP1R inv ag = 8%; HEK293 tox = 5%; PTHR1 ag = -29%; aSyn rescue = 2%; MmCpn inh = ·; Abeta yeast res = 10%

Some of the compounds tested. The share of hits here may be higher or lower than overall.
